# SSB-PriA inh = blocks PriA binding to SSB C-terminal tail; AlphaScreen SSBct-PriA binding, biotinylated peptide; inhibition, % at 33 µM; 430,000 compounds, 0.6% hits; in the data active = inhibition mostly above about 37%, no sharp cut-off; inactive = mostly below about 20%;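 note: plate controls were negative control peptide for no effect and reference peptide for full effect; strong numbers were not always called active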
# Anthrax LF prot = blocks Bacillus anthracis lethal factor protease. 360,000 compounds, 0.12% hits. inhibition, % at 10 µM. multiplex microsphere protease cleavage assay, LF. AID 588501. P15917; in the data active = inhibition above about 30%; inconclusive = no clear call, values can overlap the other calls; note: plate controls were buffer without enzyme for full effect and enzyme alone for no effect
# DUSP3 inh = blocks human VHR1 dual specificity phosphatase; P51452; recombinant VHR phosphatase, pNPP absorbance; inhibition, % at 13.3 µM; 290,000 compounds, 0.52% hits; in the data active = inhibition above about 50%; note: some compounds called inactive have numbers as strong as hits
# Target sequence (P51452 whole entry, looked up): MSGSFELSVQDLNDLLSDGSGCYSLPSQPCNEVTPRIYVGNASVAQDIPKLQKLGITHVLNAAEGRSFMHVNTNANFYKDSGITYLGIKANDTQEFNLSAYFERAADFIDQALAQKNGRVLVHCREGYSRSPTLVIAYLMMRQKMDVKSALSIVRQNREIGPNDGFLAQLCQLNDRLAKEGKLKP
# MazF activator = increases E. coli MazEF RNase cleavage of RNA | P0AE70 | activation, % at 20 µM | 350,000 compounds, 0.32% hits | FAM/BHQ RNA-DNA oligo cleavage fluorescence, 5 h; in the data active = activation above about 50%
# Target sequence (P0AE70 whole entry, looked up): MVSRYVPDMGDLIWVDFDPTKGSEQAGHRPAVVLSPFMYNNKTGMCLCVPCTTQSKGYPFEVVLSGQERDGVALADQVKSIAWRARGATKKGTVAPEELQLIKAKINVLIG
# Rv3671c inh = Rv3671c (M. tuberculosis) protease inhibition. P9WHR9. inhibition, % at 5.96 µM. 320,000 compounds, 0.048% hits; in the data active = inhibition above about 38%;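 note: extracellular domain of Rv3671c used as enzyme; 0% = enzyme with DMSO and 100% = no enzyme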
# Target sequence (P9WHR9 whole entry, looked up, the tested form may be a part): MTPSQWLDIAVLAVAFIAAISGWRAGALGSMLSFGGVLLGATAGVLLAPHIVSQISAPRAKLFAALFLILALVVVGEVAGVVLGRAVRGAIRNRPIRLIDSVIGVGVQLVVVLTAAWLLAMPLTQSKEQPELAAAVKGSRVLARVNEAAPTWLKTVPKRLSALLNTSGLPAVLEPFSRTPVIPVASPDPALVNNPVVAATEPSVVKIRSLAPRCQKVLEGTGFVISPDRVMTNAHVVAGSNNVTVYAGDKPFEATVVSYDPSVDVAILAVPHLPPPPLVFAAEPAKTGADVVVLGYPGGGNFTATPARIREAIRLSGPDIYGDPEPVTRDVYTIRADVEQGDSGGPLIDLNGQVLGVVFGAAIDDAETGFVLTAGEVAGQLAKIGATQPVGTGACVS
# PfHsp40 yeast = compounds rescuing yeast from Plasmodium falciparum HSP40 toxicity; 340,000 compounds, 0.68% hits; growth rescue, % at 12.5 µM; S. cerevisiae expressing PfHsp40, growth rescue, ATP luminescence; in the data active = growth rescue above about 28%, passing the limit was not always enough; inconclusive = no clear call, values can overlap the other calls;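 note: yeast W303a lacking pdr1 and pdr3 grown in galactose medium; growth measured after three days at 30 °C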
# Vc quorum ag = quorum light induction in luxS cqsA deficient V. cholerae | V. cholerae BH1578 lux reporter, luminescence, 6 h | activation, % at 18.7 µM | 350,000 compounds, 0.16% hits; in the data active = activation mostly above about 9.7%, no sharp cut-off; inconclusive = no clear call, values can overlap the other calls; inactive = mostly below about 3.7%; note: not every result past the cut was called active; inactives centre near 0; reference of the scale not given here
# SARS 3CLpro inh = SARS-CoV 3CLpro protease inhibition. P0C6X7. recombinant SARS-CoV 3CLpro, quenched FRET peptide cleavage. inhibition, % at 6 µM. 290,000 compounds, 0.14% hits; in the data active = inhibition above about 12%
# TcdB inh = inhibitors of Clostridioides difficile toxin B glycohydrolase; P18177; AID 652162; inhibition, % at 9.99 µM; 350,000 compounds, 0.24% hits; TcdB glycohydrolase enzymatic assay, plate reader; in the data active = inhibition above about 10%
# Y pestis TopoI = blocks Yersinia pestis topoisomerase I activity | Y. pestis Topo-I cleavage product accumulation, plate reader | activity, % at 10 µM | 360,000 compounds, 0.064% hits; in the data active = activity above about 50%, passing the limit was not always enough; inconclusive = no clear call, values can overlap the other calls; note: inactives centre near 2
# * hit, by the source's call; i = inactive; u = inconclusive; x = not tested or not shown; & = joins results of further samples. Only part of the results is shown (hit frequency here may not be typical).
SMILES,SSB-PriA inh,Anthrax LF prot,DUSP3 inh,MazF activator,Rv3671c inh,PfHsp40 yeast,Vc quorum ag,SARS 3CLpro inh,TcdB inh,Y pestis TopoI
CC1=NNC(=O)C1CC(=O)N/N=C(\C)c1cccs1 (stereo unspecified),x,-2,10,9,2,-1.7,i,5,-2.9,8
CC(C)(C)c1ccc(C(=O)Oc2ccccc2CCC(=O)O)cc1,-6,x,5,-19,0,x,-0.6,11,0.1,-10
Cc1ccc(S(=O)(=O)CCC(=O)Nc2ccc(F)cc2)cc1,-9,-5,17,4,3,-0.6,i,-1,9.4,0
Cc1ccn2cc(-c3cccc(S(=O)(=O)N4CCCCC4)c3)nc2c1,12,-1,-2,12,-6,0.7,-0.2,3,1.1,25
CCOc1ccc(NC(=O)c2nnn(CC(=O)Nc3ccccc3OC)c2N)cc1,-1,0,19,-1,1,1.0,-8.0,-1,x,6
CC1CN(Cc2cnc(Cl)s2)CC(C)O1 (stereo unspecified),-10,-2,9,7,x,-1.2,-1.6,2,3.2,4
O=C(Nc1ccc[n+](CC(=O)c2cccc3ccccc23)c1)c1ccccc1,-2,0,4,24,-7,0.2,-0.3,2,x,-9
COc1cnc(-c2ccccn2)nc1Oc1ccc(Cl)cc1,52*,2,21,0,-8,6.7,i,6,x,-13
COC(=O)Nc1ccc(N=C(N)N[N+](=O)[O-])cc1,-5,-4,8,-8,-4,-0.2,i,2,0.5,-5
CCCn1nnc(NC(=O)Cc2ccccc2)n1,-5,1,21,-2,5,0.3,0.1,4,x,-2
Cc1ccc(CN2CC(C(=O)Nc3ccccc3N3CCCC3)CC2=O)cc1 (stereo unspecified),0,5,x,1,-7,-0.1,i,x,0.1,4
COc1cccc(OC)c1C(=O)Nc1sc2c(c1C(N)=O)CCN(Cc1ccccc1)C2,1,4,29,-3,-3,1.6,i,-7,1.0,9
CCOC(=O)c1c(-c2ccccc2Cl)csc1NC(=O)CSc1nc(C)cc(=O)[nH]1,1,0,-4,-10,-35,-1.3,i,4,-1.6,41
CCn1c(O)c(C(C#N)=C2N=c3ccccc3=N2)c2ccccc21,-4,3,13,-5,1,-1.0,-5.0,-2,x,-4
O=C1CCCC(O)=C1C=NCCc1ccccc1,-6,-5,5,4,4,-0.6,x,-5,x,10
COc1ccc(-n2nnnc2SCC(=O)Nc2ccccc2N2CCOCC2)cc1,6,-1,36,-2,-4,-1.9,0.6,4,1.4,0
Cc1ccc(C(=O)NC(C)c2ccccc2)cc1S(=O)(=O)N1CCOCC1 (stereo unspecified),2,10,14,7,-1,-1.1,0.2,-6,0.5,1
COc1ccc(S(=O)(=O)N2CCN(C(=O)[C@@H]3CCCN3C(=O)c3cccs3)CC2)cc1,-19,x,x,12,x,0.9,-0.9,x,3.5,6
CC1CN(C2=Nc3cccc4cccc2c34)CC(C)O1 (stereo unspecified),-5,0,2,-75,-2,-0.3,-0.1,1,0.7,6
O[Si](CCCN1CCCCC1)(c1ccc(F)cc1)C1CCCCC1 (stereo unspecified),3,-4,x,10,-2,-0.4,i,x,-0.1,3
CCN1/C(=C2/SC(=S)N(C)C2=O)C=Cc2cc(C)ccc21,5,-13,x,16,2,0.0,2.4,x,1.2,5
Cc1ccnc(N/N=C/c2ccco2)n1,x,-3,-19,-1,6,-1.0,-0.4,-4,x,-7
C[C@@H]1CN([C@H](C)CO)C(=O)c2cc(NC(=O)Nc3ccc(C(F)(F)F)cc3)ccc2O[C@H]1CN(C)S(=O)(=O)c1ccc(Cl)cc1,-5,2,x,-11,-205,-0.5,-1.9,x,-0.2&4.9,12
CCCc1nnc(-c2cc(OC)c(OC)c(OC)c2)o1,-2,-2,-4,-2,1,1.2,i,2,-0.7,-8
COc1ccc(NC(=O)COC(=O)c2c(-c3ccccc3)noc2C)cc1,-20,-1,26,2,-4,0.3,i,-15,0.7,8
Cc1ccc(N2C(=O)C3C4C=CC(CNC(=S)Nc5cccc(Cl)c5)(O4)C3C2=O)cc1 (stereo unspecified),14,0,4,-5,-28,0.8,-0.1,1,7.1,1
C=CCOc1ccccc1NC(=O)CN1C(=O)CNC1=O,4,-6,12,4,0,-0.4,-1.5,1,1.0,6
COc1cccc(C(=O)Nc2nc(-c3ccc4c(c3)OCO4)cs2)c1,-10,-7,19,-10,-23,0.5,-0.3,1,0.9,-17
COCCn1c(SCc2nc(N)nc(Nc3ccccc3C)n2)nc2ccccc2c1=O,-1,-3,38,-4,-1,0.7,-0.4,-1,2.2,23
COc1cc(=O)[nH]c(=O)n1CC(=O)c1ccccc1,-10,-1,14,5,1,-0.7,1.9,0,x,1
CCCOc1ccc(C2C3=C(CCCC3=O)N(CC(=O)O)C3=C2C(=O)CCC3)cc1OCC,-2,x,12,13,5,-1.1,-0.4,0,1.6,7
C=CCOc1ccccc1CN(C(=O)CCl)c1ccc2c(c1)OCO2,-3,-1,31,-3,-2,-0.9,-0.3,3,-0.6,-2
Cc1ccc(NC2CCCN(C(=O)c3cnsn3)C2)cc1C (stereo unspecified),9,-4,7,8,3,-0.2,-0.4,4,3.1,-3
C=C(C)Cn1c(CCNC(=O)C(C)C)nc2ccccc21,-16&-7,3,13,-8,-3,0.9,i,3,x,-4
CC(NCc1ccccc1C(F)(F)F)C(O)c1ccccc1 (stereo unspecified),-9,-5,-3,4,4,1.1,-0.3,2,0.6,-3
COc1ccc(N(CC(=O)NC2CCCC2)C(=O)Cn2nnc(-c3ccc(OC)c(OC)c3)n2)cc1,-5,1,7,1,11,-0.2,i,1,-0.4,5
COc1cccc(C(=O)Nc2cc(C(=O)NCCc3ccccc3)ccc2Cl)c1,-11,0,20,7,3,3.3,i,3,1.9,9
O=C(NN1CC(C(=O)OCc2ccc(Cl)cc2Cl)CC1=O)c1ccccc1 (stereo unspecified),2,2,23,-1,x,1.0,-0.3,3,1.2,-2
Cc1cc(OCC(=O)NCCc2ccc(S(N)(=O)=O)cc2)c2c(C)cc(=O)oc2c1,2,2,24,8,-5,-2.1,-0.5,-7,0.9,-7
COCCCNC(=O)CCc1nc(-c2ccccc2)no1,-16,-2,13,7,-3,0.6,0.4,-2,x,-2
COc1ccc(CCNC(=O)c2ccc(OC)c(OC)c2)cc1OC,26,-6,24,-5,-4,16,-0.5,-5,1.1,0
CCOc1ccc(NC(=O)CN(C)C(=O)CCCc2nc3ccccc3c(=O)[nH]2)cc1OCC,-8,-2,x,10,4,-1.2,-1.2,x,0.1,0
O=C(COC(=O)c1ccccc1Cl)Nc1cccnc1Cl,-16,-5,x,11,-4,1.5,2.6,x,0.6,-1
COC(=O)/C(=C/c1cn(C(C)=O)c2ccccc12)[N+](=O)[O-],12,-6,17,4,x,x,i,1,0.1,-3
CN1CCN(Cc2nc(Cc3cccc(F)c3)no2)CC1c1ccccc1 (stereo unspecified),-5,-3,-11,2,-1,-1.5,1.6,6,1.1,4
Cc1ccn2c(=O)nc(SCC(=O)N3CCN(c4ccccc4)CC3)nc2c1,1,5,x,1,-4,0.6,i,x,0.3,4
O=C(COc1ccccc1)Nn1cnc2ccccc21,-14,-6,10,3,1,-0.9,-0.4,0,0.1,0
NC(=O)c1ccccc1NC(=O)Nc1cccc(Cl)c1,-18,1,1,-5,8,-0.1,i,6,x,7
Cc1sc2ncnc(Sc3ccccc3C(=O)Nc3ccc(Br)cc3)c2c1C,-8,-2,26,-5,-28,2.5,-0.1,2,2.7,-10
N#Cc1c(N)nc(SCc2ccccc2)c(C#N)c1-c1ccco1,-20,-3,18,-7,-67,u,-3.5,-2,0.5,0
O=C(NCCc1ccc(F)cc1)c1coc(=O)c(Br)c1,0,-3,10,-18,6,-1.0,2.8,-7,0.0,-2
Cc1ccc(S(=O)(=O)N(CC(O)CN2CCCCC2)c2cccc([N+](=O)[O-])c2)cc1 (stereo unspecified),-4,8,22,8,-1,0.7,-0.3,-5,1.2,-9
CCOc1ccc(NC(=O)[C@@H]2CCCN2C(=O)c2cccs2)cc1S(=O)(=O)N1CCOCC1,-6,-4,x,2,0,0.1,-0.2,x,0.1,-1
CCC1Oc2ccccc2N(CC(=O)NCCCN2CCCCC2C)C1=O (stereo unspecified),7,-3,-3,-7,-14,-0.3,i,-5,x,-2
O=C(O)CCC(=O)Nc1ccc(C(=O)N2CCCCC2)cc1,-24,0,28,1,6,-1.1,-1.7,-1,x,2
Cn1c(=O)c2c(nc(CN3CCN(Cc4ccccc4)CC3)n2CCN2CCOCC2)n(C)c1=O,0,-2,-19,-1,-9,0.1,-0.4,-7,x,13
CC(C)OCCCn1c(-c2ccc(Br)cc2)c[nH]c1=S,15,4,2,-8,0,2.1,-1.6,3,9.0,8
Cc1ccc(S(=O)(=O)Oc2cccc(/C=N/n3cnnc3)c2)cc1,x,-1,5,5,-4,0.2,i,0,11*,-3
O=C(CSc1nnc(CNC(=O)c2ccccc2)o1)NCc1ccccc1Cl,-6,-3,18,-3,0,0.2,i,-3,-0.6,7
CCc1ccccc1NC(=O)CN1CCN(CC(=O)Nc2ccc(-c3ccccc3)cc2)CC1,-8,1,22,43,4,0.7,-0.3,1,-11,18
CC1(C)Cc2c(sc3c2c(=O)n(-c2ccc(Cl)cc2)c(=O)n3CC(N)=O)CO1,-15,21,17,-10,4,-0.9,-0.6,-1,-0.9,-6
CSc1nsc(SCC(=O)Nc2ccc(F)cc2F)n1,2,-3,6,0,-4,-1.7,-0.5,0,2.8,3

# Some of the entries so far, bar-delimited.
structure | SSB-PriA inh | Anthrax LF prot | DUSP3 inh | MazF activator | Rv3671c inh | PfHsp40 yeast | Vc quorum ag | SARS 3CLpro inh | TcdB inh | Y pestis TopoI
Cc1ccn2c(=O)nc(SCC(=O)N3CCN(c4ccccc4)CC3)nc2c1 | 1 | 5 | x | 1 | -4 | 0.6 | i | x | 0.3 | 4
O=C(COc1ccccc1)Nn1cnc2ccccc21 | -14 | -6 | 10 | 3 | 1 | -0.9 | -0.4 | 0 | 0.1 | 0
NC(=O)c1ccccc1NC(=O)Nc1cccc(Cl)c1 | -18 | 1 | 1 | -5 | 8 | -0.1 | i | 6 | x | 7
Cc1sc2ncnc(Sc3ccccc3C(=O)Nc3ccc(Br)cc3)c2c1C | -8 | -2 | 26 | -5 | -28 | 2.5 | -0.1 | 2 | 2.7 | -10
N#Cc1c(N)nc(SCc2ccccc2)c(C#N)c1-c1ccco1 | -20 | -3 | 18 | -7 | -67 | u | -3.5 | -2 | 0.5 | 0
O=C(NCCc1ccc(F)cc1)c1coc(=O)c(Br)c1 | 0 | -3 | 10 | -18 | 6 | -1.0 | 2.8 | -7 | 0.0 | -2
Cc1ccc(S(=O)(=O)N(CC(O)CN2CCCCC2)c2cccc([N+](=O)[O-])c2)cc1 (stereo unspecified) | -4 | 8 | 22 | 8 | -1 | 0.7 | -0.3 | -5 | 1.2 | -9
CCOc1ccc(NC(=O)[C@@H]2CCCN2C(=O)c2cccs2)cc1S(=O)(=O)N1CCOCC1 | -6 | -4 | x | 2 | 0 | 0.1 | -0.2 | x | 0.1 | -1
CCC1Oc2ccccc2N(CC(=O)NCCCN2CCCCC2C)C1=O (stereo unspecified) | 7 | -3 | -3 | -7 | -14 | -0.3 | i | -5 | x | -2
O=C(O)CCC(=O)Nc1ccc(C(=O)N2CCCCC2)cc1 | -24 | 0 | 28 | 1 | 6 | -1.1 | -1.7 | -1 | x | 2

# Assay outcomes from PubChem BioAssay.
